# 12-LOX inh = blocks human arachidonate 12S-lipoxygenase. purified 12hLO, xylenol orange hydroperoxide absorbance. Potency, µM (highest dose often 108 µM), inactives show at the top dose activity change, negative = inhibition, most hits filed as inhibitors. 580,000 compounds, 1.1% hits. P18054; active = well fitted inhibition curve with a large enough effect; inconclusive = small, poorly fitted or top-dose-only effect, or another doubt; inactive = no such curve, though single readings can be large or run the other way
# Target sequence (P18054 whole entry, looked up): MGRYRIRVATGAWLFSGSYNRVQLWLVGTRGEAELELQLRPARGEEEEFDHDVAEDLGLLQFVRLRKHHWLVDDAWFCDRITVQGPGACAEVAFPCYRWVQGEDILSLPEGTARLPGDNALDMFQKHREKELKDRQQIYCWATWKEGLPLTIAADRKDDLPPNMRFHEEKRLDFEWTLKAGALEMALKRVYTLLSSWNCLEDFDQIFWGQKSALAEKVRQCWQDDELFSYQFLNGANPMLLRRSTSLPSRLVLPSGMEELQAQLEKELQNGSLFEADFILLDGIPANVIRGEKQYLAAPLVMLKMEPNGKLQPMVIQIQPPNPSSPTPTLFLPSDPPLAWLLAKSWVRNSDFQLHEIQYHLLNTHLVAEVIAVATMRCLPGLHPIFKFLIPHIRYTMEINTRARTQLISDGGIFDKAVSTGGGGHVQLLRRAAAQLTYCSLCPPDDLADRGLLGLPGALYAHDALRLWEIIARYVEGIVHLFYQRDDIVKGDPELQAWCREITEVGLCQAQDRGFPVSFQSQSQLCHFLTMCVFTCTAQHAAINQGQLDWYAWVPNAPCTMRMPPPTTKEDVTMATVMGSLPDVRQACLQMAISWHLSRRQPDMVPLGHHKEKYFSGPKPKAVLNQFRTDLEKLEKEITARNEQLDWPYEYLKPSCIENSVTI
#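 Purified human 12hLO at 150 nM in 25 mM Hepes, 0.01% Triton X-100, pH 7.0, preincubated 15 min at room temperature with compound. Reaction started with 40 uM arachidonic acid, 30 min at room temperature. Hydroperoxide measured by Fe-xylenol orange, 573/405 nm absorbance ratio.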
# An asterisk follows results filed as active; ? = inconclusive; [ ] = dose if it differs, or a comment. % is set by controls: 0 for no effect and ±100 for the full control effect; potency is the fitted concentration of half-maximal effect. This is a subset (hit frequency here may not be typical).
12-LOX inh	Structure
0.8%	CC1(C)CC(=O)C2=C(C1)NC(=O)CC2c1cccc(OCc2ccccc2)c1 (stereo not given)
34.7%[activator]	Cc1ccccc1C(=O)NC1CCCC1
9.7%	COc1cccc(CN(C)C(=O)c2cc3cc(Br)ccc3[nH]2)c1
?	O=C1CO[C@H]2CCN(Cc3ccc4c(c3)CCO4)CC[C@@H]2N1Cc1ccccc1
?	COc1ccc(Nc2cnc3ccc(-c4cccc(CO)c4)nn23)cc1OC
-1.5%	CCn1c(N2CCN(CC(N)=O)CC2)nc2c1c(=O)[nH]c(=O)n2C
-17.9%	CCN(CC)C(=S)SCc1ccc(C(=O)O)cc1
32.5%	O=C1NCCN2CC3(CCN(S(=O)(=O)Cc4ccccc4)CC3)CC12 (stereo not given)
6.4%	COC(=O)C(C(=O)OC)=C1C2CC3CC(C2)CC1C3
23.0%	O=C(NCc1ccc(F)cc1)N1CCC(OC2CCN(Cc3ccccc3)CC2)CC1
20.9%	CCNC(=O)N1CCOC(CN(CC(C)C)C(=O)c2cccc(OC)c2)C1 (stereo not given)
16.1%	CC(C)CCNc1nc(-c2ccc3c(c2)NC(=O)CO3)cs1
-3.8%	CC(C)(C)NC(=O)N1CCC2(CC1)C(=O)N(CC(=O)NCCc1ccccc1)CN2c1ccccc1
49.5%[activator]	CN1CC2(CCN(Cc3ccc4cc[nH]c4c3)CC2)CC1C(=O)N1CCOCC1 (stereo not given)
40.9%[activator]	Cc1cc(C(=O)NCCc2noc(-c3cccnc3)n2)nn1C
-6.0%	Cn1c(=O)c2c(nc(NCCCc3ccccc3)n2Cc2ccccc2F)n(C)c1=O
-5.9%	CC(C)Cn1cnc2c1c(=O)n(CC(=O)NC1CCCCCC1)c(=O)n2Cc1ccccc1
1.4%	C=CCOc1ccc(C(=O)Nc2cccc(C)c2)cc1
8.9%	COC1CCOC2(CCN(C(=O)CCc3nc4ccccc4s3)CC2)C1 (stereo not given)
2.1%[6.33 µM]	CC(=O)Nc1ccc([S+](=O)([O-])N2CCC3(CC2)CN(C(C)=O)Cc2ccccc2O3)cc1
112.3%[activator][176 µM]	C=CCn1cc2c3c(cccc31)[C@H](CC(C)C)N[C@H](C(=O)NCc1ccccn1)C2
-21.2%[176 µM]	Cn1cc(-c2cccc(OC(F)(F)F)c2)c2nc(CN3CCNC(=O)C3)cn2c1=O
-0.7%	Cc1cc(=O)n(CC(=O)Nc2ccccc2C)c(N2CCN(c3ccccc3)CC2)n1
?	CCOC(=O)C[C@@H]1C[C@@H](C(C)C)[C@H](CNC(=O)c2ccc(F)cc2)C=C1C
17.6%	Cc1ccc2oc(-c3ccc(Cl)c(NC(=O)c4ccc([N+](=O)[O-])o4)c3)nc2c1
13.7%	O=C(N/N=C/c1c[nH]c2ccccc12)c1csc2ccccc12
-17.8%	O=C(O)Cn1c(=O)c2c3c(sc2n(Cc2ccc(F)cc2)c1=O)CCC3
5.4%[6.33 µM]	COc1cc(F)ccc1CN1CCCC12Cc1ccccc1CNC2=O (stereo not given)
1.5%	COCCOCC(=O)NCCc1noc(-c2ccccc2)n1
?	O=C(/C=C/c1ccc(-c2ccc(Cl)c(Cl)c2)o1)c1ccc(Cl)cc1
?	CCNc1oc(-c2ccc(COc3cc(C)ccc3C)o2)nc1C#N
28.0%	Cc1n[nH]c(C)c1CNC(=O)C12CCCC=C1N(Cc1ccccc1)C(=O)CC2 (stereo not given)
26.9%	Cc1nc(C)c(C(=O)N2CCC3(CC2)CC(N2CCCCC2)CCO3)s1 (stereo not given)
2.4%	CC1(C)CCC[C@@]2(C)C1CCC1(C)OC(=O)C[C@@H]12 (stereo not given in full)
-22.7%[57.4 µM]	CC1COC2(CCN(c3nc(=O)c4cc(C(F)(F)F)cc([N+](=O)[O-])c4s3)CC2)O1 (stereo not given)
15.2%	COc1ccccc1-c1ccc(NC(C)c2cn(C)nc2C)nn1 (stereo not given)
?	COC(=O)C1=C(C)NC(=S)NC1c1ccc(Br)cc1 (stereo not given)
26.9%	CC(=O)N1CCC(C(=O)NCc2nnc3ccc(-c4ccc(C)cc4)nn23)CC1
20.3%	CN(Cc1nccs1)C(=O)C(c1cccc(F)c1)N(C)C (stereo not given)
-2.1%	O=C(NCC1CCOCC1)Nc1ccc(F)cc1
?	O=C(NC1CCN(Cc2ccccc2)CC1)C1CCCN(c2cnc3nccnc3c2)C1 (stereo not given)
-9.1%[12.5 µM]	COC(=O)CNC(=O)c1cc(C(C)(C)C)c2cccn2n1
12.4%	O=C(NC1CC1)[C@@H]1C[C@H](Oc2ccccc2)CN1C(=O)c1cccnc1
-8.2%	O=C(CCS(=O)(=O)c1ccc2c(c1)CCN2C(=O)C1CC1)NCc1ccc(F)cc1
?	O=C(O)C1(Cc2nc3ccccc3s2)CCCCC1
?	CNC(=O)NC(=O)CCN1CCOC(c2cccc(Br)c2)C1 (stereo not given)
?	Cc1cccc(OCc2nc(C#N)c(NCCc3ccccc3)o2)c1
?	CCCN(CCC)CCNC(=O)Cn1c(C)c(C(=O)OCC)c(C)c1-c1ccccc1
13.0%	O=C(c1cccc(F)c1)N1CCC2(CC1)OCC(C(=O)N1CCCC1)N2C(=O)c1ccco1 (stereo not given)
40.4%[activator]	CN(C)C(C(=O)N1CCN(Cc2nccn2C)CC1)c1cccc(F)c1 (stereo not given)
0.7%	Cc1oc2cc(OCC(=O)NC(C)C)ccc2c(=O)c1-c1ccc(Cl)cc1
41.2%[activator]	c1ccc(N2CCN(c3ncnc4nc[nH]c34)CC2)cc1
7.7%	Cc1c(-c2ccccc2)oc2c(C(=O)N3CCC3)cccc2c1=O
40.8%[activator]	COc1ccccc1N1CCN(c2ncccc2CNC(C)Cn2ccnc2)CC1 (stereo not given)
40.6%[activator]	CCCNC(=O)N1CCC2(CC1)CN(Cc1ccc(OC)cc1)C2=O
32.4%[activator]	Cn1cnnc1CC1CCN(c2ncc(C(F)(F)F)cc2Cl)CC1
-13.6%	CCCN(CC1CCOC1)C(=O)NCc1ccc(F)cc1 (stereo not given)
-1.8%[176 µM]	COCCNC(=O)c1nc2nc(-c3ccccc3)c(Cl)cc2n1C
1.6%	O=C(C1CCOCC1)N1CCC(c2noc(-c3ccccn3)n2)C1 (stereo not given)
?	CC(NC(=O)CCc1ncc(-c2ccc(Cl)cc2)o1)c1ccc2c(c1)NC(=O)CO2 (stereo not given)

# The results go on.
12-LOX inh	Structure
3.6%[6.33 µM]	CCCN1CCCCC12Cc1ccccc1CN([S+](C)(=O)[O-])C2 (stereo not given)
-9.2%[176 µM]	CN1C[C@@H](NC(=O)NC2CCCCC2)C[C@H]1c1nc(-c2ccccn2)no1
11.5%	Cc1nn(C)cc1CN(C)CC1(O)CCCN(Cc2cccc(F)c2F)C1=O (stereo not given)
?	O=C(COc1ccccc1)Nc1ccc2n(c1=O)C[C@H]1C[C@@H]2CN(C(=O)c2ccccn2)C1
14.6%[6.33 µM]	COc1ccc(CN2CCCCC23Cc2ccccc2CNC3=O)cc1F (stereo not given)
87.7%[activator]	O=C1CC(c2ccccc2)N(C(=O)c2ccccn2)CCCCCN1 (stereo not given)
?	CC(Sc1ccc(C(F)(F)F)cn1)C(=O)Nc1ccccc1 (stereo not given)
-8.7%[176 µM]	COc1ccccc1-c1cc(-c2cn[nH]c2)c2cncn2c1
?	COc1cccc(OC)c1OC(=O)c1ccc(C#N)cc1
66.6%	N#Cc1ccc(COc2ccccc2C(N)=O)cc1
-16.3%	O=C(c1ccc(F)cc1Cl)N1CCC2(CC1)NC(=O)N(Cc1ccccc1)C2=O
23.9%	Cc1ccc(CN(C)CC(=O)N2CC[C@@](C)(O)[C@@H](O)C2)cc1
-0.9%	CNC(=O)c1ccc(-c2nc(CN3CCN(C(=O)Nc4ccc(OC)cc4OC)CC3)c(C)o2)cc1
16.4%	Cn1cc(CN2CCN3CCCC3C2)c(-c2ccc(C3CCCCC3)cc2)n1 (stereo not given)
?	COc1ccc2[nH]c(=O)c(CCC(=O)N3CCN(CC(C)C)CC3)cc2c1
-3.7%	COc1cccc(NC(=O)Cn2cccc2-c2nc(-c3ccc(OC)c(F)c3)no2)c1
44.0%[activator]	CCOCCn1nc(C)cc1C(=O)N1CCC2(CC(=O)NC2=O)C1 (stereo not given)
-19.9%	CC/C=C(/C)C(=O)NCCc1cccs1
-7.1%	Cc1nc2cccnc2n1CC1CCCN(S(=O)(=O)c2ccc3c(c2)OCCO3)C1 (stereo not given)
0.0%	COCCNS(=O)(=O)c1cc(OC)c(Cl)cc1Cl
?	CC1C(=O)N2CCCc3cc(S(=O)(=O)N4CCc5ccccc54)cc1c32 (stereo not given)
-23.9%	O=C(NC1CCCC1)C1C(c2ccc(C(F)(F)F)cc2)=Nc2ccccc2N1C(=O)c1ccco1 (stereo not given)
11.3%	COCCN1C(=O)CS(=O)(=O)C12CCN(C(=O)Cc1ccc(OC)c(Cl)c1)CC2
41.7%[activator]	C/C(=N/NC(=O)C1CC1)c1ccc(Cl)c(Cl)c1Cl
21.2%	O=S(=O)(Cc1ccccc1)N1CCCC(Cc2noc(-c3cccnc3)n2)C1 (stereo not given)
35.8%	Nc1cccc(C(=O)NCc2cccnc2)c1
?	Cn1c(=O)n(C)c2cc(NC(=O)CN3C(=O)COc4ccccc43)ccc21
7.5%	Nc1cc(N2CC[C@@H](N3CCN(CCc4ccccc4)CC3)[C@H](O)C2)nc(N)n1
29.0%	O=C(CCc1ccccc1)NCc1nnc2ccc(-c3ccccc3)nn12
?	CCn1c(=O)n(C2=C(CO)CN(CC3CCCCCCC3)CC2)c2ccccc21
-2.1%	CC(C)(C)NC(=O)COC(=O)c1cc(=O)c2ccccc2o1
?	Cc1oc2c(c1C(=O)N1CCSCC1)CN(Cc1cccc(F)c1)CC2
4.0%[176 µM]	Fc1ccc(-c2nnc3ccc(N4CCN(c5ccccn5)CC4)nn23)nc1
?	Brc1ccc2[nH]cc(/C=N/n3cnnc3)c2c1
-5.0%	CCCc1c(C)nc(Nc2nc(C)c3ccc(C)cc3n2)[nH]c1=O
1.1%	Cc1ccccc1C(=O)N[C@@H](CC(C)C)C(=O)N1CCC[C@H]1C(=O)NCc1ccccc1
2.5%	Cc1ccc(NC(=O)Cn2ccn3nc4c(c3c2=O)CC(C)CC4)cc1Cl (stereo not given)
55.9%[activator]	Cc1nnc2ccc(NC3CCCC3)nn12
29.9%	Cc1ccc(C)c(NC(=O)[C@H]2CCC[C@H]2NC(=O)c2ccncc2)c1
?	COc1ccc(/C=C/c2nc(C#N)c(NCCN3CCOCC3)o2)cc1OC
-2.3%[57.4 µM]	O=C(c1cc(C(F)(F)F)cc(C(F)(F)F)c1)N1CCC2(CCCN(c3ncccn3)C2)CC1
3.1%	COc1ccc(C2Cn3nnc(-c4nc(-c5ccncc5)no4)c3CO2)cc1 (stereo not given)
25.4%	COc1ncccc1CNC(=O)Nc1nnc(C2CC2)s1
?	Cc1ccc(S(=O)(=O)NCCc2csc(-c3cccc(F)c3)n2)c(C)c1
35.5%	O=C1CCN(C(=O)[C@@H]2CCCN2S(=O)(=O)c2cccc3cccnc23)CCCCCCN1

# The closing two compounds of the part above open the next one:
12-LOX inh	Structure
?	Cc1ccc(S(=O)(=O)NCCc2csc(-c3cccc(F)c3)n2)c(C)c1
35.5%	O=C1CCN(C(=O)[C@@H]2CCCN2S(=O)(=O)c2cccc3cccnc23)CCCCCCN1
2.6%	CCC(=O)Nc1ccc(-c2c(-c3ccc(C)cc3)nn(-c3ccc(F)cc3)c2OC(C)=O)cc1
14.4%	Cc1ccc(C(=O)N2CCC(n3cc(-c4nc(C(C)C)no4)nn3)CC2)s1
36.6%	COCC1CN(Cc2ccc(C(F)(F)F)cc2)CC12CCNCC2 (stereo not given)
8.6%[176 µM]	Cc1cc(NC(=O)c2ccc3c(c2)OCCN(C2CCC2)C3)ccc1F
4.2%	COCCNC(=O)C1Cn2cccc2C(=O)N1Cc1ccccc1 (stereo not given)
2.9%	Cc1cc(NC(=O)Cn2ccn3nc(-c4ccc(Cl)cc4)cc3c2=O)ccc1Br
8.7%	NS(=O)(=O)c1ccc(CCNC(=O)COc2ccc3ccc(=O)oc3c2)cc1
7.4%	CCOc1ccccc1C(=O)N1CCC[C@H]1c1nc(-c2ccccc2)no1
25.8%	Cn1nc(C2CCCN(C(=O)C3CCOCC3)C2)n(Cc2ccccc2)c1=O (stereo not given)
?	CCCn1c(C)cnc1CC1CCN(C(=O)CCOC)CC1
24.1%	O=C(c1ccc(F)cc1)N1CCn2c(nn(-c3ccc(F)cc3)c2=O)C1
?	C=C(C)CN(CC)C(=O)c1nc(-c2cccs2)oc1C
6.5%	CCCCn1nc(C(=O)Nc2nc(-c3cccs3)cs2)c2ccccc2c1=O
-16.8%	CC(C)CC1NC(=O)c2cc(Cl)ccc2-n2c1nc1cc(F)ccc1c2=O (stereo not given)

# Ordered by count of non-hydrogen atoms (falling): some entries from above
12-LOX inh	Structure
2.6%	CCC(=O)Nc1ccc(-c2c(-c3ccc(C)cc3)nn(-c3ccc(F)cc3)c2OC(C)=O)cc1
35.5%	O=C1CCN(C(=O)[C@@H]2CCCN2S(=O)(=O)c2cccc3cccnc23)CCCCCCN1
2.9%	Cc1cc(NC(=O)Cn2ccn3nc(-c4ccc(Cl)cc4)cc3c2=O)ccc1Br
8.7%	NS(=O)(=O)c1ccc(CCNC(=O)COc2ccc3ccc(=O)oc3c2)cc1
14.4%	Cc1ccc(C(=O)N2CCC(n3cc(-c4nc(C(C)C)no4)nn3)CC2)s1
?	Cc1ccc(S(=O)(=O)NCCc2csc(-c3cccc(F)c3)n2)c(C)c1
36.6%	COCC1CN(Cc2ccc(C(F)(F)F)cc2)CC12CCNCC2 (stereo not given)
?	CCCn1c(C)cnc1CC1CCN(C(=O)CCOC)CC1
25.4%	COc1ncccc1CNC(=O)Nc1nnc(C2CC2)s1
?	C=C(C)CN(CC)C(=O)c1nc(-c2cccs2)oc1C

# Screening data: PubChem BioAssay, National Center for Advancing Translational Sciences (NCATS)
